Compound activity deposited in PubChem BioAssay by The Scripps Research Institute Molecular Screening Center.
DDE Tn7 FP inh = inhibitors of Tn7 peptide binding to fibrin DD(E), primary screen, biochemical, fluorescence polarization, human fibrin, Tn7 probe; Fibrinogen beta chain (Homo sapiens), P02675; FP displacement of FITC-Tn7 peptide from fibrin DD(E); 0% = median of compound wells per plate; inhibition, % at 8.3 µM; hit rate 0.13% among 370,000; AID 720508, 2013;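 active = inhibition above the mean of compounds falling within the control limits plus 3 SD of them, cut at about 14% in these data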;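 also: 0% = plate median of compound wells and 100% = 10 µM Aha-Tn7 peptide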
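Assay system: human fibrin DD(E) protein / Input: 2 µM fibrin DD(E) / Benchmarks: high control of 10 µM Aha-Tn7 peptide / Measured by: fluorescence polarization of the labelled Tn7 tracer / Medium: Tris buffer with calcium and detergent, pH 7.8 / Timing: 10 min compound pre-incubation, 3 h probe incubation at room temperature / Repeats: one replicate per compound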
ADAM10 inh = human ADAM10 inhibitors, primary screen, biochemical, QFRET, HTS; Disintegrin and metalloproteinase domain-containing protein 10 (Homo sapiens), O14672; AID 720582, 2013; inhibition, % at 7 µM; recombinant ADAM10, EDANS/DABCYL FRET peptide cleavage, 3 h; hit rate 0.62% among 370,000;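 active = inhibition above a per-campaign cutoff equal to the mean of compounds falling between control-based bounds plus 3 SD, cut at about 20% in these data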;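 also: 0% = DMSO wells while the 100% control is not disclosed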
TDP2 absorb = human TDP2 enzyme inhibitors, primary screen, biochemical, epi absorbance, recombinant enzyme; inhibition, % at 12.8 µM; Tyrosyl-DNA phosphodiesterase 2 (Homo sapiens), O95551; T5PNP hydrolysis, p-nitrophenol absorbance 415 nm; hit rate 0.34% among 370,000;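 active = inhibition above the mean of all tested compounds plus 3 SD, set per campaign, cut at about 25% in these data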;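 also: 0% = DMSO with enzyme and 100% = buffer with substrate but no TDP2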
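test system = human TDP2 enzyme | input = TDP2 enzyme at 120 nM final | medium = 50 mM Tris-HCl pH 7.5 with Mg2+, KCl, DTT, BSA | also added = T5PNP substrate, 5 mM | times = 2 h at 37 °C | technique = epi absorbance | benchmarks = high control without enzyme, low control DMSO plus TDP2 | replication = each compound tested once, singlicate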
ASAP1 GAP inh = inhibitors of human ASAP1 ArfGAP activity, primary screen, biochemical, fluorescence polarization | Arf-GAP with SH3 domain, ANK repeat and PH domain-containing protein 1 (Homo sapiens), … | ASAP1-stimulated ARF1 GTP hydrolysis, GDP FP detection | inhibition, % at 16.5 µM | hit rate 0.19% among 360,000 | AID 624377, 2012; in the data active = inhibition above about 25%;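 also: 0% = vehicle with enzyme and substrate and 100% = no enzyme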
Tn6 DDE FP = inhibitors of Tn6 peptide binding to fibrin DD(E), primary screen, biochemical, fluorescence polarization, human fibrin, Tn6 probe. Fibrinogen beta chain (Homo sapiens), P02675. Fibrin DD(E) TRITC-Tn6 fluorescence polarization displacement. inhibition, % at 8.3 µM. hit rate 0.21% among 370,000;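 active = inhibition above a per-campaign cutoff: mean of compounds within control limits plus 3 SD, cut at about 15% in these data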;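 also: 0% = median of all compound wells on the plate and 100% = blocking peptide control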
PLCg1 inh = PLC-gamma1 enzyme inhibitors, primary screen, biochemical, fluorescence, purified enzyme | fluorogenic substrate | inhibition, % at 12.2 µM | hit rate 0.84% among 370,000; in the data active = inhibition above about 9.5%
Target sequence (P19174 whole entry, looked up): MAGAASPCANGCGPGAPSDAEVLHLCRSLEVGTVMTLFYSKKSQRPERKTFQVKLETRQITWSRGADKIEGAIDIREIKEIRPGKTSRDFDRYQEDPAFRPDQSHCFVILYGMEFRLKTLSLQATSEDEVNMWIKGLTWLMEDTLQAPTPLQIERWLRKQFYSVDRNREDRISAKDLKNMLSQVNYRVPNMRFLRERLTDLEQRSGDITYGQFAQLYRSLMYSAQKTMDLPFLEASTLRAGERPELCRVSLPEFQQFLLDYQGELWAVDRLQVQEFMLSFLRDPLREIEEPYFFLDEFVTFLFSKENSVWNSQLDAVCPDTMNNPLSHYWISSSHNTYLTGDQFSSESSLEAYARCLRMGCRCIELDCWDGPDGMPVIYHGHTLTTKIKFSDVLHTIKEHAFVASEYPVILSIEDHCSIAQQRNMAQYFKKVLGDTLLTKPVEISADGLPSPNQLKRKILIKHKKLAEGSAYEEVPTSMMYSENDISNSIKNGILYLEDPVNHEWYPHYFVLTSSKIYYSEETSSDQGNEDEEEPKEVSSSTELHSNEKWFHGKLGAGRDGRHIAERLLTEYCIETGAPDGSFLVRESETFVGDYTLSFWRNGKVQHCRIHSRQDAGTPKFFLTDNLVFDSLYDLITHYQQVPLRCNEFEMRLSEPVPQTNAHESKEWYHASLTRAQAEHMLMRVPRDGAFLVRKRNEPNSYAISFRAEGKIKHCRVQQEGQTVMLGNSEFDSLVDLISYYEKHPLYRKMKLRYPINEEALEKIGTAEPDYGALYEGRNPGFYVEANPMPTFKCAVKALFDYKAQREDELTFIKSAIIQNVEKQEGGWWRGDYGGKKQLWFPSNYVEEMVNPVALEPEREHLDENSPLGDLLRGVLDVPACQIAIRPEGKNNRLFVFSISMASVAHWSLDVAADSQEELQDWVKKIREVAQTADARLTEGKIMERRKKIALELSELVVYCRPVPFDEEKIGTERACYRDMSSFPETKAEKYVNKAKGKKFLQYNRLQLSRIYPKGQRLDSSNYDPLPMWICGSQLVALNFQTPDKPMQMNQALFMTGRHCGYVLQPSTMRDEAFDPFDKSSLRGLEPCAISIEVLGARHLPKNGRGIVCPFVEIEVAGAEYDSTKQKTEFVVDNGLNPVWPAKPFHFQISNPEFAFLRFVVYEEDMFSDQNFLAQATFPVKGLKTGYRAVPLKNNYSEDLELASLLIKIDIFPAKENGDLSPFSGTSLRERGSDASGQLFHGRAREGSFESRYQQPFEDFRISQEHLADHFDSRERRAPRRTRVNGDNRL
ARFGAP1 inh = inhibitors of rat ARFGAP1 GAP activity, primary screen, biochemical, fluorescence polarization, GDP tracer | hit rate 0.26% among 360,000 | inhibition, % at 16.5 µM | Arfgap1-stimulated ARF1 GTP hydrolysis, GDP FP detection | ADP-ribosylation factor GTPase-activating protein 1 (Rattus norvegicus), Q62848;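 active = inhibition above a per-plate limit, mean inhibition of low control wells plus 3 SD, cut at about 25% in these data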;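 also: 0% = DMSO wells with enzyme and 100% = wells lacking Arfgap1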
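Assay system: Rat Arfgap1 GAP domain (His6, aa 1-136), purified enzyme | Buffer or medium: HEPES 25 mM pH 7.5, NaCl 150 mM, MgCl2, DTT | Schedule: GTP hydrolysis reaction 2 h at 25 °C | Signal: FP of antibody-bound GDP Alexa 633 tracer, ex 620/em 688 nm | Measure: Percent inhibition of Arfgap1-stimulated GTP hydrolysis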
LEDGF integ inh = blockers of LEDGF/p75-dependent integrase strand transfer – biochemical, TR-FRET, high throughput, primary screen | inhibition, % at 3.7 µM | hit rate 0.64% among 370,000 | HIV-1 integrase (with human LEDGF/p75) | AID 743269, 2014 | TR-FRET IN-LEDGF/p75 DNA integration, Eu/Cy5;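 active = inhibition above the screen-wide mean plus 3 SD, cut at about 13% in these data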;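 also: signal is the Cy5 over europium emission ratio at 671 and 618 nm; 0% = plate median of compound wells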
KLK7 zymogen act = proKLK7 zymogen activators, primary screen, biochemical, fluorescence intensity; purified proKLK7, EDANS-DABCYL substrate fluorescence; 100% is mature enzyme control, 0% vehicle; activation, % at 7 µM; hit rate 0.9% among 370,000; AID 652039, 2013; Kallikrein-7 (Homo sapiens), P49862;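 active = activation above the mean of all tested compounds plus 3 SD, computed per campaign excluding outliers beyond control limits, cut at about 13% in these data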
ADAM17 inh = ADAM17 inhibitors, primary screen, biochemical, QFRET; recombinant ADAM17, EDANS/DABCYL FRET peptide cleavage; inhibition, % at 6.95 µM; hit rate 0.83% among 370,000; AID 720648, 2013;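 active = inhibition above the mean of compounds lying between control limits plus 3 SD, set per campaign, cut at about 8.5% in these data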;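 also: 0% = DMSO-only wells as the low control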
An asterisk follows results filed as active; i = inactive; / = not tested or not shown.

SMILES,Tn6 DDE FP,LEDGF integ inh,PLCg1 inh,ASAP1 GAP inh,TDP2 absorb,ADAM17 inh,KLK7 zymogen act,DDE Tn7 FP inh,ADAM10 inh,ARFGAP1 inh
COc1ccc(C(=O)NC(=S)NC2CCSC2=O)cc1 (stereo not drawn),1.2,4.3,4.0,3.5,3.2,2.4,-0.3,-0.6,-0.4,13.8
CCOc1ccc2c(c1)nc(SCC(=O)c1ccc(Br)s1)n2C,-2.9,3.0,1.4,10.6,-5.5,-3.0,0.4,-4.9,-2.1,-1.5
CC(=O)C(=Cc1ccccc1)c1ccccc1,2.3,3.1,5.0,0.8,-7.0,-4.6,0.2,6.6,-8.5,3.6
O=c1c2c3c(sc2nc(NCCO)n1Cc1ccco1)CCCCC3,-1.7,-1.6,3.7,-1.8,-10.4,1.0,-0.2,3.3,-2.6,6.7
CCOC(=O)C1=CCN(S(=O)(=O)c2ccccc2)C1c1ccc(Cl)cc1 (stereo not drawn),-1.2,0.2,-1.5,9.7,-2.2,3.5,0.6,-10.5,3.7,0.0
Cc1cc(S(=O)(=O)Nc2noc3ccccc23)ccc1F,-3.3,-2.1,3.1,6.9,-3.6,-7.3,-0.4,-0.6,-4.7,7.2
Cc1csc(SCC(=O)NC(=O)NC(C)(C)C)n1,2.6,-2.1,3.3,-8.3,-4.5,-1.6,0.0,-3.3,-3.4,0.4
O=C1OC(COc2ccc(Br)cc2)CN1c1ccccc1 (stereo not drawn),-5.6,8.1,2.8,7.7,-15.4,-1.4,0.4,-5.0,0.2,6.0
Cc1nnc(SCC(=O)N2CCN(c3cccc(Cl)c3)CC2)n1C1CC1,2.6,-4.4,-0.2,-13.4,2.1,1.7,0.3,-1.3,-14.5,4.4
CC(C)=CC[N+]1(C)CCCCC1,-1.8,1.8,-1.5,1.7,5.4,-4.3,-0.1,-3.0,-3.9,6.9
NNc1nc2c(Cl)cccc2s1,-2.1,-0.4,-36.2,0.4,7.7,3.0,-1.0,4.9,-3.7,19.2
CCOC(=O)N1CCC(c2nc3ccccc3[nH]2)CC1,4.2,-3.3,0.0,1.6,-3.5,-0.1,0.2,-2.9,2.4,2.4
CCCN(C(=O)c1ccc([N+](=O)[O-])c(C)c1)c1c(N)n(Cc2ccccc2)c(=O)[nH]c1=O,9.3,-9.1,0.8,2.1,-9.8,-0.2,-0.1,-0.8,-12.6,-4.3
CCN(CC)C(CNC(=O)CSc1nnnn1-c1cccc(F)c1)c1ccco1 (stereo not drawn),2.5,4.7,-2.9,2.1,4.6,-1.2,0.3,-2.1,-7.6,-0.3
CN1CCN(C(=O)CCN2C(=O)/C(=C\c3ccc(F)cc3)SC2=S)CC1,-7.0,2.0,-11.2,7.7,4.1,-2.1,0.3,-6.9,-1.9,11.1
NC(=O)C1CCN(c2nc3ccccc3nc2NS(=O)(=O)c2ccc(Br)cc2)CC1,-0.3,0.0,-15.1,-6.8,9.2,-10.0,-0.2,-3.1,-30.7,-2.9
O=C(NC1CCCCC1)C(c1ccncc1)n1c(=O)c(-c2cc3ccccc3[nH]2)nc2ccccc21 (stereo not drawn),-1.7,-3.9,i,5.0,2.9,-60.8,-15.2,-1.5,-161.7,-1.2
Cc1cc(NS(=O)(=O)c2ccc(NC(=O)CSc3nc4sc(C)c(C)c4c(=O)n3Cc3ccco3)cc2)nc(C)n1,-7.9,0.6,-4.3,/,-6.5,3.1,0.3,1.5,4.6,/
Cc1cccc(N2C(=O)c3cccc4c(N5CCCCC5)c([N+](=O)[O-])cc(c34)C2=O)c1C,-4.5,1.1,-4.3,-5.9,3.5,-3.1,0.0,1.2,0.2,-9.6
COc1cccc(/C=N/NC(=O)CSc2ccccc2C)c1O,-1.7,-3.4,-15.0,-3.8,-7.7,-2.1,-2.7,0.7,-4.3,-1.0
Cc1ccc(N2CCN(C(=O)N3CCOCC3)CC2)c(C)c1,1.2,1.7,-0.1,-11.2,-0.4,-2.1,0.3,-2.6,-1.1,4.6
Cc1nnsc1S(=O)c1ccc(F)cc1 (stereo not drawn),5.4,-4.4,-0.3,-4.5,-11.0,-5.1,0.2,-0.3,-3.1,-7.0
O=C(Nc1c2c(nc3ccccc13)CCCC2)c1cccc([N+](=O)[O-])c1,-6.4,4.6,1.5,1.2,-5.6,4.5,0.5,-8.3,-1.0,9.3
O=C(Nc1cccc(-c2cn3c(n2)SCC3)c1)c1ccc2c(c1)OCO2,5.8,1.9,-0.5,2.2,0.0,1.6,-0.3,5.0,15.1,-3.3
CCCOC(=O)c1ccc(NC(=O)CCOc2ccccc2)cc1,-1.1,0.9,3.4,-5.3,-13.3,3.8,-0.1,3.6,13.0,4.0
CCc1ccc(NC(=O)C(C)OC(=O)/C=C/c2ccc(O)c(OC)c2)cc1 (stereo not drawn),-0.3,0.5,-61.9,1.5,-1.5,-16.6,-3.6,-4.0,-61.9,2.5
Cc1c(C)n(CC(O)CN2CCOCC2)c2ccccc12 (stereo not drawn),7.7,1.9,-6.5,-17.2,3.8,-6.3,0.2,4.8,-1.5,-2.2
CCN(CCCNS(=O)(=O)c1cc(-c2cc(C)no2)ccc1C)Cc1ccccc1,2.3,-1.9,-1.3,-4.5,47.5*,-1.9,-0.4,3.0,4.5,6.9
O=C1CC(Nc2ccc(N3CCOCC3)cc2)C(=O)N1Cc1ccccc1 (stereo not drawn),20.2*,21.7*,-12.5,0.8,15.0,0.5,4.3,4.5,6.1,3.5
O=S(=O)(Nc1cccc(-c2nnco2)c1)c1ccc(F)cc1F,4.6,0.1,-0.8,-6.5,-16.4,0.6,-0.6,-4.7,-2.6,2.0
O=c1nc(N2CCOCC2)nc2n1CCO2,-8.4,0.3,0.6,-16.7,4.7,-0.8,-0.5,-7.2,1.2,-1.8
Nn1c(Cc2cccc3ccccc23)nnc1SCc1ccccc1,4.1,4.3,1.4,-3.1,0.5,1.4,0.1,-3.9,0.6,4.7
CCCS(=O)(=O)c1nc(S(=O)(=O)c2ccc(C)cc2)c(N2CCN(C)CC2)s1,-1.6,0.1,1.0,1.8,-1.5,-4.0,0.1,1.0,5.6,1.6
O=C(O)c1ccc(S(=O)(=O)N2CCCCCCC2)cc1,3.6,-2.0,2.4,-10.3,4.6,-1.3,0.5,5.1,-5.1,1.4
COc1ccc(S(=O)(=O)Nc2ccc(N(C)C(C)=O)cc2)cc1,-2.9,-0.8,0.5,0.6,10.4,-0.7,0.0,0.8,3.3,-4.6
C[C@H]1CN([C@@H](C)CO)C(=O)CCCn2cc(nn2)CO[C@@H]1CN(C)C(=O)Nc1ccc(C(F)(F)F)cc1,2.2,-1.4,-3.5,-8.3,7.0,-1.3,0.4,7.3,-1.9,-0.6

LEDGF integ inh, hit marks shown above.
SMILES,Tn6 DDE FP,LEDGF integ inh,PLCg1 inh,ASAP1 GAP inh,TDP2 absorb,ADAM17 inh,KLK7 zymogen act,DDE Tn7 FP inh,ADAM10 inh,ARFGAP1 inh
O=C1CC(Nc2ccc(N3CCOCC3)cc2)C(=O)N1Cc1ccccc1 (stereo not drawn),20.2*,21.7*,-12.5,0.8,15.0,0.5,4.3,4.5,6.1,3.5

(list continues)
SMILES,Tn6 DDE FP,LEDGF integ inh,PLCg1 inh,ASAP1 GAP inh,TDP2 absorb,ADAM17 inh,KLK7 zymogen act,DDE Tn7 FP inh,ADAM10 inh,ARFGAP1 inh
Fc1ccc(CNCCC(Cc2ccccc2)c2ccco2)cc1 (stereo not drawn),-4.9,2.2,1.5,0.0,2.6,-0.5,0.8,2.4,-0.3,7.4
C#CCOCCOCCOCCNc1nc(N2CCN(C(=O)[C@H]([C@@H](C)CC)n3cc(CCCCN)nn3)CC2)nc(N2CCN(C(=O)[C@H]([C@@H](C)CC)n3cc(CCCN=C(N)N)nn3)CC2)n1,0.4,2.5,3.0,7.6,4.0,-0.4,-0.2,-0.5,7.0,6.4
CC1(C(=O)Nc2ccc(S(=O)(=O)Nc3ncccn3)cc2)CCCC1,6.6,2.1,4.1,-0.4,-9.2,3.5,-0.3,-5.6,-2.2,3.5
COc1ccc(-c2cnc(C(O)c3ccc(OC)c(F)c3)[nH]2)cc1 (stereo not drawn),-0.5,0.9,-11.7,1.9,-6.9,-2.7,0.2,-9.9,-4.1,6.7
COC(=O)c1cccc(NC(=O)c2cccnc2C(=O)O)c1C,4.3,-3.8,0.1,-8.0,-6.1,-0.6,-0.1,2.8,2.5,-4.3
Cc1cccc(N/C=C(\[N+](=O)[O-])S(=O)(=O)c2ccccc2)c1C,0.6,-0.5,0.2,5.5,5.3,0.1,0.1,0.5,-2.4,-0.7
O=C(NC(c1ccccc1)c1ccccc1)N1CCN(CCO)CC1,4.3,1.7,-1.9,10.3,4.5,-7.6,-0.3,2.0,-1.0,-1.7
CCOC(=O)c1ccc(NC(=O)Nc2ncccc2C)cc1,-4.3,-1.0,-0.8,-0.2,4.6,-0.5,-0.1,3.0,-8.5,-6.8
COc1ccc(CN2CCN(CCCc3ccccc3)C(CCO)C2)c(O)c1 (stereo not drawn),2.7,2.3,4.1,12.4,-12.7,0.8,0.3,-5.9,6.2,-2.7
O=C(Nc1nccs1)c1cc(-c2ccncc2)nc2ccccc12,1.8,7.5,-6.1,-5.4,-0.2,-1.3,-1.0,-2.5,3.1,-6.4
Cc1cc(C)cc(C(O)c2ncc(-c3ccc(Cl)cc3)[nH]2)c1 (stereo not drawn),5.2,-2.0,4.9,5.8,-4.8,3.0,-0.4,-2.7,-3.9,2.8
CC(=O)Nc1cncc(-c2ccccc2CO)n1,-3.8,2.9,4.9,-2.6,-9.6,-1.3,-0.2,-1.8,-13.1,2.7
